# Compound activity (PubChem BioAssay)
# esBAF inh – SWI/SNF esBAF complex inhibition; mouse ES cells, Bmi1-luciferase knock-in reporter, 24 h; 100% = twice the neutral-well signal; reporter increase, % at 12.5 µM; 350,000 compounds, 2% hits; AID 602393; in the data active means activation above about 40%;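 further: 0% = median of the plate's neutral control wells and 100% = double that signal; a rise in the Bmi1 reporter signal indicates esBAF inhibition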
# ERAP1 HTS inh – blocks human ERAP1 aminopeptidase activity. AID 652197. 340,000 compounds, 0.15% hits. recombinant ERAP1, Leu-AMC fluorescence, 60 min. inhibition, % at 10.7 µM. Q9NZ08;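 active means mean replicate inhibition of at least 30%, or all replicates individually reaching that 30% level; inactive means mean below 30% and not every replicate reaching it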;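 further: 0% = neutral control wells and 100% = L-leucinethiol positive control wells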
# Target sequence (Q9NZ08 whole entry, looked up): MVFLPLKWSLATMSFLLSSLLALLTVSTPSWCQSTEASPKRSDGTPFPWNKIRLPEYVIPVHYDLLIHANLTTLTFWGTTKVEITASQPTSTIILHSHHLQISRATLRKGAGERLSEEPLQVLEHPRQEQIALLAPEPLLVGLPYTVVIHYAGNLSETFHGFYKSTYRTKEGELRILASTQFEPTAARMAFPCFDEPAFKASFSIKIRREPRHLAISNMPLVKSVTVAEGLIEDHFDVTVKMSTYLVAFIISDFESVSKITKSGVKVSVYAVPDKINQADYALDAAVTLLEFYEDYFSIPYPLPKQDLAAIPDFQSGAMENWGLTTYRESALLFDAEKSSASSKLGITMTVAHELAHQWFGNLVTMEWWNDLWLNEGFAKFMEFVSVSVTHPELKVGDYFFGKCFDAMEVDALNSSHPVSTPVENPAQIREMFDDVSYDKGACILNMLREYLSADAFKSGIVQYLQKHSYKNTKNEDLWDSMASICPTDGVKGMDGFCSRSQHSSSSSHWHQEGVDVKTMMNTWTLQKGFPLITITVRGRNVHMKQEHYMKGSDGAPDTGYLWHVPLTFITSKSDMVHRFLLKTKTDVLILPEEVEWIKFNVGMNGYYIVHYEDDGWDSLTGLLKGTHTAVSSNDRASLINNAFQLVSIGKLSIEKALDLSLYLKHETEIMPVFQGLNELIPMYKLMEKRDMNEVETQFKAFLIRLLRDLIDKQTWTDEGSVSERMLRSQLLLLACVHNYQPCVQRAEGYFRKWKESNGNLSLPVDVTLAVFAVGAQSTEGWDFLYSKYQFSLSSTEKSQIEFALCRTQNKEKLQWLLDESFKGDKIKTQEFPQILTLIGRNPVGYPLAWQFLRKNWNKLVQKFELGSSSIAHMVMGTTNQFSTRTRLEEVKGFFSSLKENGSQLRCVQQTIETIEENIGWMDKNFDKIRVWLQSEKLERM
# F508del corr – correctors of CFTR F508del function in bronchial epithelial cells; activity (quench increase), % at 7.58 µM; 350,000 compounds, 0.36% hits; CFBE cells, YFP halide quenching; stimulated with forskolin plus potentiator P3; % fluorescence drop versus neutral controls;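 active means mean added fluorescence quench of at least 8% versus neutral control, with both replicates also reaching 8%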;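 further: cells transiently co-express mutant CFTR-F508del with the halide-sensitive YFP; corrector assay measuring rescue of mutant channel to the surface after 24 h compound exposure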
# GSIS activator – GLuc luminescence reporter in INS-1E cells, primary screen for activators of glucose-dependent secretion of insulin. 370,000 compounds, 0.61% hits. INS-1E GLuc reporter insulin secretion, 2-3 h. activation, % at 16.6 µM. AID 743287;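 active means lowest replicate activation of at least 40%, so every replicate reaches that level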;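 further: 0% = median of neutral control wells and 100% = median of IBMX positive control wells; some compounds called inactive have numbers as strong as hits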
# RAD54 branch – RAD54 (human) branch migration inhibition | Q92698 | RAD54 Holliday junction branch migration, FAM/BHQ fluorescence | inhibition, % at 10.4 µM | 360,000 compounds, 0.14% hits;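 active means mean normalized replicate activity at least 40 and at least half of replicates scoring 40 or more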;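 further: 0% = median of neutral control wells and 100% = median of positive control wells; inhibitors cause a drop in the FAM fluorescence signal; in these data hits start at about 50%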
# ARNT TACC3 PPI – disrupts binding between human ARNT and TACC3 | Q9Y6A5 | AlphaScreen His-ARNT PAS-B/GST-TACC3 binding, luminescence; TACC3 fragment carries E629A point mutation | inhibition, % at 9.99 µM | 390,000 compounds, 0.66% hits;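 active means mean inhibition of replicates at least 50% and at least half of replicates each reaching 50%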;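 further: 0% = complete ARNT plus TACC3 wells and 100% = ARNT alone without TACC3; many hits fall short of the cut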
# RAD52 anneal inh – inhibitors of human RAD52 DNA annealing; P43351; recombinant RAD52 DNA annealing, FRET fluorescence; inhibition, % at 18.7 µM; 360,000 compounds, 0.46% hits;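 active means every replicate showing at least 50% inhibition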
# XiGFP reactiv – activators of X-chromosome reactivation in mouse fibroblasts; XiGFP mouse fibroblasts, % GFP-positive cells imaging, 3 d; cells co-treated with 5-aza-dC sensitizer; scaled so ellipticine positive control = 100%; activation, % at 7.58 µM; 360,000 compounds, 0.055% hits; AID 743238;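 active means mean normalized replicate activation at least 10% and every replicate at or above 10%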;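 further: 0% = median of on-plate neutral control wells and 100% = ellipticine 6 µM median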
#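 System: 68-5-11 XiGFP fibroblast line | Buffer or medium: DMEM containing 5-aza-dC | Compound: Single point | Times: Compounds 3 days, fix/stain 15 min at room temperature | Benchmarks: Positive control ellipticine, 6 µM final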
# The depositor's hits bear a star; . = not tested or not shown.
no. | molecule | F508del corr | XiGFP reactiv | ERAP1 HTS inh | GSIS activator | RAD52 anneal inh | RAD54 branch | ARNT TACC3 PPI | esBAF inh
1 | CCCCN(C(=O)Cc1ccc2c(c1)OCCO2)c1c(N)n(CCC)c(=O)[nH]c1=O | -0.7 | -0.1 | 7 | 10 | -9 | 9 | 3 | -9
2 | C/C(CC(=O)Nc1ccc2c(c1)OCCO2)=N\NC(=O)c1cccc(O)c1 | 0.4 | 0.1 | 2 | 5 | -13 | -5 | . | -2
3 | CCN(C(=O)COC(=O)c1ccc2c(=O)n3c(nc2c1)CCC3)C1CCS(=O)(=O)C1 (centres undefined) | -2.0 | -0.1 | -3 | 6 | -9 | . | 2 | .
4 | CCc1nc2oc3cc(OC)ccc3c(=O)c2c(=O)n1Cc1ccccc1 | -0.6 | . | 0 | . | 5 | . | 3 | 8
5 | Cc1ccc(C23CC4CC(CC(C(=O)N5CCOCC5)(C4)C2)C3)cc1 | -0.8 | . | -3 | -3 | -9 | 3 | 0 | 0
6 | Nn1c(SCC(=O)Nc2ccccc2Oc2ccccc2)nnc1C1CC1 | -2.9 | 0.3 | 2 | 2 | -10 | -1 | -4 | -3
7 | Cc1ccc(/C=N/NC(=O)C(O)c2ccccc2)o1 (centres undefined) | 2.1 | 0.1 | 2 | 11 | -13 | 0 | 19 | 1
8 | CSc1nc(N)nc2c1ncn2CC(=O)N1CCN(Cc2c(C)cc(C)cc2C)CC1 | 0.3 | -0.1 | 11 | 17 | -14 | 12 | -3 | -56
9 | CCN1C(=O)Cc2cc(S(=O)(=O)NCCc3ccccc3)ccc21 | 1.9 | 0.1 | -1 | -5 | -15 | 1 | 0 | -5
10 | COCC(=O)N1CC2(CN(Cc3ccccc3)C2)c2c([nH]c3cc(OC)ccc23)[C@@H]1CO | -0.2 | 0.3 | 0 | 11 | 5 | . | . | .
11 | O=C(NCC(c1ccc(F)cc1)N1CCOCC1)c1ccc(OCc2ccccc2)cc1 (centres undefined) | 1.0 | 0.2 | 0 | . | -33 | -15 | -1 | 0
12 | O=C(NCc1nc2ccccc2[nH]1)c1cccc(S(=O)(=O)N2CCCCC2)c1 | -1.3 | -0.1 | -4 | -4 | -13 | . | -1 | .
13 | COc1ccc(C#Cc2ccc([C@@H]3[C@H](CO)N4CCCCN(C(=O)Nc5ccc(F)cc5)C[C@@H]34)cc2)cc1 | -7.3 | 1.8 | 1 | -13 | -8 | -4 | 1 | .
14 | Cc1ccc(CNC(=O)CCS(=O)(=O)c2ccc3c(c2)NC(=O)C(C)S3)cc1 (centres undefined) | 2.3 | 0.0 | 0 | 7 | 1 | -1 | -4 | -4
15 | CN(c1ccccc1)c1nc(N)c([N+](=O)[O-])c(N2CCCCCC2)n1 | -0.5 | 0.0 | 4 | 6 | -2 | 7 | 7 | .
16 | C[C@@H]1CN([C@@H](C)CO)C(=O)c2cccc(NS(=O)(=O)c3ccc(F)cc3)c2O[C@@H]1CN(C)C(=O)Nc1ccc(C(F)(F)F)cc1 | 2.5 | 0.1 | 1 | -16 | 16 | -2 | 0 | -2
17 | Cc1ccc(S(=O)(=O)N2CCCC(C(=O)NCc3ccccn3)C2)cc1 (centres undefined) | . | . | . | 13 | . | 0 | 3 | -5
18 | C=CCn1c(Cc2nc3ccccc3[nH]2)n[nH]c1=S | . | . | . | -4 | . | 4 | 49* | -5
19 | Cc1cccc(N(C(=O)c2snc(C(N)=O)c2N)C(C(=O)NCC2CCCO2)c2ccc3ncccc3c2)c1 (centres undefined) | 1.3 | 0.0 | -3 | -4 | -11 | 2 | -1 | 2
20 | CC1(C)CC(=O)C2=C(C1)N(c1ccc(F)cc1)C(=O)NC2(C(F)(F)F)C(F)(F)F | . | . | . | 2 | . | 6 | -2 | -2
21 | COc1ccc(C/C(N)=N/OC(C)=O)cc1OC | . | 0.0 | -6 | 3 | 0 | . | -5 | .
22 | CC(C)(C)c1csc(NC(=O)c2cccnc2)n1 | -2.1 | 0.1 | 1 | . | 1 | 7 | -10 | 21
23 | Cc1ccc(C(=O)CN2CCN(c3ccccn3)CC2)c(C)c1 | 5.3 | -0.1 | 0 | -6 | -22 | -16 | -9 | 2
24 | Cc1cccc(NC(=O)N2CCCC2C(=O)Nc2ccccc2)c1 (centres undefined) | 3.6 | 0.0 | 3 | 0 | 3 | -21 | -3 | -14
25 | C=CCc1cccc(C=Nc2c[nH]c(=O)[nH]c2=O)c1O | -2.2 | 0.0 | 0 | 7 | -21 | -9 | -3 | 11
26 | O=S(=O)(c1ccccc1C(F)(F)F)N1CCN(S(=O)(=O)c2ccccc2C(F)(F)F)CC1 | . | . | . | 2 | . | -1 | -21 | -5
27 | [N-]=[N+]=NCc1ccccc1C[C@]1(C(=O)NCc2ccccc2)COC(c2ccc(OCCCO)cc2)=N1 | 4.6 | . | 0 | . | 1 | 9 | 7 | .
28 | C[C@@H]1CN([C@H](C)CO)C(=O)CCCn2cc(nn2)CO[C@@H]1CN(C)S(=O)(=O)c1ccc(C#N)cc1 | -1.9 | -0.4 | 0 | 5 | -7 | 1 | -6 | 1
29 | CC(C)(C)NC(=O)C(c1ccco1)N(C(=O)Cn1nnc(-c2ccc(F)cc2)n1)c1ccccc1F (centres undefined) | . | . | . | -16 | . | 8 | -1 | 7
30 | O=C(CSc1ccc(-c2ccccn2)nn1)Nc1nccs1 | 0.0 | -0.1 | -4 | 6 | -8 | . | 61* | .

# Some values from the list:
# GSIS activator result of COCC(=O)N1CC2(CN(Cc3ccccc3)C2)c2c([nH]c3cc(OC)ccc23)[C@@H]1CO → 11
# F508del corr result of C=CCc1cccc(C=Nc2c[nH]c(=O)[nH]c2=O)c1O → -2.2
# ERAP1 HTS inh result of CCc1nc2oc3cc(OC)ccc3c(=O)c2c(=O)n1Cc1ccccc1 → 0
# RAD52 anneal inh result of Cc1ccc(/C=N/NC(=O)C(O)c2ccccc2)o1 (centres undefined) → -13
# ARNT TACC3 PPI result of C=CCn1c(Cc2nc3ccccc3[nH]2)n[nH]c1=S → 49*

# Other entries follow.
no. | molecule | F508del corr | XiGFP reactiv | ERAP1 HTS inh | GSIS activator | RAD52 anneal inh | RAD54 branch | ARNT TACC3 PPI | esBAF inh
31 | CS(=O)(=O)N(CC(=O)Nc1cccc(Br)c1)Cc1ccccc1 | 3.2 | 0.0 | 0 | -26 | -10 | 1 | -5 | -3
32 | COc1cccc(NC(=O)N2CCC(NC(=O)C(Cc3ccccc3OC)NC(C)=O)CC2)c1 (centres undefined) | 0.9 | 0.0 | -7 | -7 | 3 | -3 | -3 | -6
33 | COc1ccc(NC(=O)CSCC(=O)Nc2ccc(S(=O)(=O)N3CCCCC3)cc2)cc1 | 3.6 | 0.0 | -1 | 3 | -14 | -4 | 27 | -3
34 | Cc1ccc2[nH]c(C(F)(F)F)cc(=O)c2c1 | -3.0 | 0.0 | -4 | . | -10 | . | -4 | -7
35 | O=C1/C(=C/c2ccc(O)c([N+](=O)[O-])c2)SC(=S)N1Cc1ccccc1 | 3.5 | 0.0 | -1 | -2 | -22 | -7 | . | -31
36 | O=c1c2c3nc4ccccc4nc3n(CC3CCCO3)c2ncn1CCc1ccccc1 (centres undefined) | . | . | . | -21 | . | 5 | 2 | -3
37 | O=C(Nc1nnc(CCS(=O)(=O)c2ccc3ccccc3c2)s1)c1ccc([N+](=O)[O-])cc1 | . | 0.1 | -9 | 7 | 1 | . | -6 | .
38 | Cc1csc(NC(=O)CSCC(=O)O)c1-c1nc2ccccc2s1 | 2.9 | -0.1 | 2 | -19 | -10 | . | 3 | .
39 | CSc1ccc(/C=C(/NC(=O)c2ccccc2)C(=O)NCCN2CCOCC2)cc1 | -0.7 | 0.2 | -2 | 0 | -21 | 6 | -2 | .
40 | CO[C@@H]1CN(C)C(=O)c2cc(NC(C)=O)ccc2OC[C@H](C)N(C(=O)c2ccccc2)C[C@@H]1C | . | 0.1 | -1 | 21 | -3 | -1 | -7 | 0
41 | Clc1ccc2nc(-c3ccc(Cl)nc3)[nH]c2c1 | 1.2 | -0.1 | -2 | -33 | 11 | 2 | 9 | 58*
42 | Fc1ccc(NC(=S)NC2CC3CCC(C2)N3Cc2ccco2)cc1 (centres undefined) | -1.7 | 0.0 | 2 | -2 | -6 | -6 | 0 | 4
43 | Cc1cccc(S(=O)(=O)N(C)C[C@@H]2OCc3cnnn3CCCC(=O)N([C@@H](C)CO)C[C@H]2C)c1 | -3.4 | -0.5 | 0 | 5 | 20 | -1 | -25 | -1
44 | O=C(N/N=C/c1ccc(O)c([N+](=O)[O-])c1)C1CC1(c1ccccc1)c1ccccc1 (centres undefined) | 0.9 | 0.2 | -6 | 5 | -14 | . | 39 | .
45 | COc1cc(C)c2c(c1C=O)Oc1c(c(C)c(O)c3c1C(O)OC3=O)OC2=O (centres undefined) | 3.0 | . | . | -13 | -6 | 10 | 6 | -10
46 | O=C(CN(Cc1ccco1)C(=O)c1cccc(F)c1)Nc1ccccc1C(F)(F)F | 1.5 | 0.0 | -10 | -20 | -15 | -11 | . | -6
47 | C[C@@H]1CN([C@@H](C)CO)C(=O)c2cc(NC(=O)Nc3ccc(C(F)(F)F)cc3)ccc2O[C@@H]1CN(C)C(=O)Nc1ccccc1 | -1.3 | -0.8 | 2 | -7 | 16 | 4 | 10 | -1
48 | C[C@H]1CN([C@@H](C)CO)C(=O)c2c(c3ccccc3n2C)-c2ccccc2CO[C@H]1CN(C)C(=O)Nc1ccc2c(c1)OCO2 | 0.2 | 0.2 | 3 | 6 | 8 | 1 | -14 | 60*
49 | Cc1noc(C)c1COc1ccc2ccc(=O)oc2c1 | 2.4 | -0.1 | -1 | 7 | -4 | 8 | -3 | -9
50 | C#CC1(NC(=O)NS(=O)(=O)c2ccc(C)cc2)CCCCC1 | 4.4 | 0.7 | -1 | 1 | -11 | 10 | 12 | 1
51 | N#Cc1nc(-c2ccccc2Cl)oc1NCC1CCCO1 (centres undefined) | -3.9 | 0.1 | 2 | . | -1 | 3 | 37 | 3
52 | O=c1c2cnn(-c3ccccc3)c2nc(-c2cccs2)n1-c1cccc(Cl)c1 | . | 0.0 | . | -10 | . | -15 | -3 | -9

# Screen by screen, as entered above:
# ARNT TACC3 PPI, entries 35–43: ., 2, -6, 3, -2, -7, 9, 0, -25
# ERAP1 HTS inh, entries 35–43: -1, ., -9, 2, -2, -1, -2, 2, 0
# RAD52 anneal inh, entries 35–43: -22, ., 1, -10, -21, -3, 11, -6, 20

# Reformatted with one line to a screen: 5 of the compounds above
40) CO[C@@H]1CN(C)C(=O)c2cc(NC(C)=O)ccc2OC[C@H](C)N(C(=O)c2ccccc2)C[C@@H]1C
41) Clc1ccc2nc(-c3ccc(Cl)nc3)[nH]c2c1
42) Fc1ccc(NC(=S)NC2CC3CCC(C2)N3Cc2ccco2)cc1 (centres undefined)
43) Cc1cccc(S(=O)(=O)N(C)C[C@@H]2OCc3cnnn3CCCC(=O)N([C@@H](C)CO)C[C@H]2C)c1
44) O=C(N/N=C/c1ccc(O)c([N+](=O)[O-])c1)C1CC1(c1ccccc1)c1ccccc1 (centres undefined)
assay / entry,40,41,42,43,44
F508del corr,.,1.2,-1.7,-3.4,0.9
XiGFP reactiv,0.1,-0.1,0.0,-0.5,0.2
ERAP1 HTS inh,-1,-2,2,0,-6
GSIS activator,21,-33,-2,5,5
RAD52 anneal inh,-3,11,-6,20,-14
RAD54 branch,-1,2,-6,-1,.
ARNT TACC3 PPI,-7,9,0,-25,39
esBAF inh,0,58*,4,-1,.
